High-throughput results from PubChem.
KB-3-1 tox – kills parental KB-3-1 adenocarcinoma cells. KB-3-1 viability, CellTiter-Glo ATP luminescence, 72 h. AID 1347075. 1.4% of 400,000 active. Potency, µM (top dose mostly 46.1 µM), inactives show at the top dose activity change, negative = cytotoxic, most hits filed as cytotoxic; note: potency is the fitted concentration of half-maximal effect; % is set by controls: 0 for no effect and ±100 for the full control effect; nearly all actives have a fitted effect of over 60% in size
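Parental KB-3-1 viability, qHTS format: 72 h compound exposure, 37 °C; CellTiter-Glo; media-only wells and DMSO plates as controls; concentration-effect fits on corrected data.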
HT1080NT lethal – kills 2HG-producing HT-1080-NT fibrosarcoma cells; HT-1080-NT fibrosarcoma viability, CellTiter-Glo ATP luminescence, 48 h; Potency, µM (highest dose often 46.1 µM), without a hit: top-dose activity, negative = less viability, hits mostly cytotoxic; 1.6% of 360,000 active;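 note: NT is the 2HG producing partner of a matched IDH1 knockdown line; potency is the fitted concentration of half-maximal effect; 0% = DMSO-treated cells and -100% = media-only wells without cells; nearly all actives have a fitted effect of over 55% in size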
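A 48-hour cytotoxicity screen used HT-1080-NT cells plated 2 hours before compound delivery. ATP-based CellTiter-Glo luminescence measured viability, normalized to DMSO and no-cell controls.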
SW480 rereplic – inducers of DNA re-replication in SW480 colon cancer cells; SW480 DNA re-replication, Hoechst DNA content imaging, 48 h; Potency, µM (series often up to 46.1 µM), for the others: at the top dose re-replication activation, actives largely listed as activators; 1.8% of 340,000 active; AID 624297; note: potency is the fitted concentration of half-maximal effect; % of control where 0% means no effect; nearly all actives have a fitted effect of over 55% in size
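Compounds, transferred as 23 nL by pin tool, were incubated with cells for 48 hr; DNA content per nucleus was then quantified by Hoechst staining and fluorescence plate imaging.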
WRN inhibitor – inhibitors of human WRN helicase; Q14191; WRN helicase unwinding, fluorescent forked duplex, kinetic; Potency, µM (titrated, usually from 114 µM), for the others: top-dose activity change, negative = inhibition, hits mostly inhibitors; 0.46% of 360,000 active; note: potency is the fitted concentration of half-maximal effect; % is set by controls: 0 for no effect and ±100 for the full control effect; nearly all actives have a fitted effect of over 55% in size
Target sequence (Q14191 whole entry, looked up): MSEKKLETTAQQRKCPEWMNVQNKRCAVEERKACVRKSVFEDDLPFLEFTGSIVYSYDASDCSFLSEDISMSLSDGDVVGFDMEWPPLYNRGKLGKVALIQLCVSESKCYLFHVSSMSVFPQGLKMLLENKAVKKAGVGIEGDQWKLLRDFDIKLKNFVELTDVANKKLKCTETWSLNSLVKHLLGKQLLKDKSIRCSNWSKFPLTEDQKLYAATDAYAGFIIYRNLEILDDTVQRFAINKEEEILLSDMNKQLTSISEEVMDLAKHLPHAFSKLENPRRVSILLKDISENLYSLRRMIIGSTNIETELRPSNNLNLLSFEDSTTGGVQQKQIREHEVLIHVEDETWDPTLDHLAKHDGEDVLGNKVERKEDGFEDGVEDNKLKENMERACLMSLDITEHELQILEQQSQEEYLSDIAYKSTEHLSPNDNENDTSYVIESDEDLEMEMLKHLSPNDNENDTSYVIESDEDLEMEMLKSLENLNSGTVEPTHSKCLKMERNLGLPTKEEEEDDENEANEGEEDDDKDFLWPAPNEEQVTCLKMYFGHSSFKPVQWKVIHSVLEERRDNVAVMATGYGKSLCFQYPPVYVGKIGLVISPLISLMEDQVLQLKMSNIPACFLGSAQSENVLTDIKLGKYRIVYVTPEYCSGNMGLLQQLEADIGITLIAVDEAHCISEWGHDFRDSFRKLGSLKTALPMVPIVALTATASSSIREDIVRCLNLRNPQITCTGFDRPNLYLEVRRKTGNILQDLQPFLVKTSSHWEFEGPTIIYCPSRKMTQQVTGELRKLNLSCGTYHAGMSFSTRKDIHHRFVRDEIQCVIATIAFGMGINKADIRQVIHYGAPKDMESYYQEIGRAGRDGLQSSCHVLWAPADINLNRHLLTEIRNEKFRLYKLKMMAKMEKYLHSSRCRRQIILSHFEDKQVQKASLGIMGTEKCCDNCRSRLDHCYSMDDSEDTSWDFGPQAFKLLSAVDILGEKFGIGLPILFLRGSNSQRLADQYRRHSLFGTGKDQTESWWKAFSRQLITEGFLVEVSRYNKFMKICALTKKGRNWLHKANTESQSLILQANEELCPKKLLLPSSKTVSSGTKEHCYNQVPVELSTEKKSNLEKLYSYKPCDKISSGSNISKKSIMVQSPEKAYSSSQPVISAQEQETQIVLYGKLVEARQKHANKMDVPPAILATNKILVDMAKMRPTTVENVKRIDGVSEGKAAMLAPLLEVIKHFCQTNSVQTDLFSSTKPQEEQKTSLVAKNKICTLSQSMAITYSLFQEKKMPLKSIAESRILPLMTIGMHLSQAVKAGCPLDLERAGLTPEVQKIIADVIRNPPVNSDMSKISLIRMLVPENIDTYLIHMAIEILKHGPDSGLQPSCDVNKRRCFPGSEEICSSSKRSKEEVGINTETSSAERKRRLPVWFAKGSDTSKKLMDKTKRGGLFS
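WRN at 20 nM final preincubated with compound 15 min at room temperature; reaction started with 100 nM fluorophore/quencher forked duplex oligonucleotide and 2 mM ATP final. Unwinding followed kinetically by red fluorescence (ex 525, em 598 nm).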
HT1080 IDH1KD tx – HT-1080 IDH1 knockdown cell toxicity (counter line); HT-1080 IDH1 knockdown viability, ATP luminescence, 48 h; Potency, µM (highest dose often 46.1 µM), for inactives: at the top dose activity, negative = toxicity, most hits filed as cytotoxic; 2% of 360,000 active;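 note: potency is the fitted concentration of half-maximal effect; 0% = DMSO wells and -100% = cell-free medium wells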
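HT-1080-IDH1KD cells (IDH1 knocked down), 750/well in RPMI with 5% FBS, treated with compound 48 h at 37 degrees C. Viability by CellTiter-Glo luminescence, normalised to DMSO and no-cell wells; concentration-response curves classed.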
MCF10A rerep – induces DNA re-replication in MCF 10a normal breast cells; MCF 10A DNA re-replication, Hoechst nuclear intensity, 48 h; Potency, µM (top dose mostly 46.1 µM), for the others: top-dose activity, positive = re-replication, usual class: activators; 2.9% of 350,000 active; AID 624296; note: potency is the fitted concentration of half-maximal effect; % of control where 0% means no effect; nearly all actives have a fitted effect of over 50% in size
IL-1B inflam inh – blocks inflammasome-driven IL-1 beta release; 4.7% of 360,000 active; THP-1 LPS/ATP IL-1B secretion, AlphaLISA, 16 h; active compounds read low; activity change, % at 57.5 µM; in the data active = activity change below about -50%; inconclusive = mostly about -30% to -49%; note: % is set by controls: 0 for no effect and ±100 for the full control effect
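THP-1 cells pretreated 1 hr with compounds (up to 57.5 uM final), then stimulated with LPS (250 ng/mL final) plus ATP (1.25 mM final); secreted IL-1B measured by AlphaLISA after 16 hr, decreased signal indicating inhibition.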
KB-V1 MDR tox – KB-V1 MDR subline cytotoxicity; KB-V1 MDR cells viability, CellTiter-Glo, 72 h; 3.4% of 400,000 active; Potency, µM (doses to about 46.1 µM), for inactives: at the highest dose activity change, negative = cytotoxicity, hits mostly cytotoxic; note: potency is the fitted concentration of half-maximal effect; % is set by controls: 0 for no effect and ±100 for the full control effect; nearly all actives have a fitted effect of over 60% in size
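Compound-treated KB-V1 multidrug-resistant cells, 72 h, 37 degrees C; viability by CellTiter-Glo. Fitted qHTS curves give the values.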
ATXN2 expr inh – ATXN2 expression inhibition | HEK-293 ATXN2-luciferase reporter, luminescence, 24 h | Potency, µM (doses to about 57 µM), without a hit: at the top dose activity change, negative = inhibition, hits mostly inhibitors | 0.72% of 360,000 active | AID 1745845; note: potency is the fitted concentration of half-maximal effect; % is set by controls: 0 for no effect and ±100 for the full control effect; nearly all actives have a fitted effect of over 55% in size
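qHTS (up to 57 uM final) was run with 24 h compound exposure of reporter cells at 37 °C. Each well was multiplexed: SteadyGlo luminescence measured ATXN2-luciferase expression after a fluorogenic Gly-Phe-AFC viability readout (25 uM final).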
An asterisk follows results filed as active; ? = inconclusive; nt = not tested or not shown; [ ] = dose if it differs, or a comment. Unless noted, calls come from the whole dose curve; as a rule, active = well fitted curve in the direction sought with a large enough effect; inconclusive = small, poorly fitted or top-dose-only effect, or another doubt; inactive = no such curve, though single readings can be large; an effect the other way counts as inactive or inconclusive.

SMILES | KB-3-1 tox | HT1080NT lethal | SW480 rereplic | WRN inhibitor | HT1080 IDH1KD tx | MCF10A rerep | IL-1B inflam inh | KB-V1 MDR tox | ATXN2 expr inh
COc1ccc(CN(C(=O)c2snc(C(N)=O)c2N)C(C(=O)NC2CCCC2)c2cc(OC)ccc2OC)cc1 (configuration not stated) | -10% | -8% | 8% | 3% | 0% | 2% | -15 | ? | -19%
Cc1c(C(=O)N2CCOCC2)c(S(=O)(=O)Nc2cccc(F)c2)c(C)n1C | 3% | 14% | 23% | -4% | -2% | -3% | -3 | 31% | 6%
COCCn1c(SCC(=O)Nc2ccc(OC)cc2OC)nc2ccccc2c1=O | -18% | 13% | -7% | 2% | 3% | 7% | 5 | -1% | -1%
CC(NC1c2ccccc2-c2ccccc21)c1ccccc1 (configuration not stated) | 26% | -18% | 9% | 8% | -13% | ? | 0 | -6% | -21%
COc1ccccc1N(CC(O)CN1CCCCC1)S(=O)(=O)c1ccc(C)cc1 (configuration not stated) | 5% | -3% | -2% | 4% | 7% | 8% | 0 | ? | 11%
CCOc1ccc2c(c1)c1nnc(SCC(=O)N3CCC(C)CC3)nc1n2C | -20% | 0% | -6% | 6% | 5% | -3% | ? | ? | -29%
CCC/C=C1/CCCOC(C(=O)NCc2ccc(S(C)(=O)=O)cc2)(C(F)(F)F)C1 (configuration not stated) | 9% | 11% | 1% | 5% | 9% | 0% | 6 | 8% | 5%
CC(C)[C@H](NC(=O)NCCc1ccc(Cl)cc1)C(=O)O | 1% | 3% | -2% | -2% | -2% | 1% | 21 | -9% | -6%
Cc1cc(C(=O)COC(=O)c2ccc(NC(=O)CC#N)cc2)c(C)n1-c1ccc(OC(F)F)cc1 | 0% | -13% | 0% | -12% | -10% | 8% | 30 | -11% | -12%
O=C(CN1C(=O)NC(c2ccccc2)(c2ccccc2)C1=O)NCc1ccc(F)cc1 | 3% | -10% | 1% | -2% | 0% | 4% | -55* | 0% | -8%
COCCn1c(C)cc(C(=O)COC(=O)C23CC4CC(CC(O)(C4)C2)C3)c1C | 4% | 13% | -3% | -3% | -5% | 12% | 8 | ? | ?
COc1cccc(NC(=O)Nc2cc(C(=O)O)ccc2N2CC3CC(C2)c2cccc(=O)n2C3)c1 (configuration not stated) | 18% | 1% | 14% | 3% | -5% | 2% | 26 | 0% | -10%
Cc1c(C(=O)OCC(=O)NCCN2C(=O)CSC2=O)cccc1[N+](=O)[O-] | -17% | ? | -25% | -5% | 9% | -1% | -22 | ? | 14%
CCc1ccccc1NC(=O)C(CC)Sc1nc2cc3c(cc2c(=O)n1Cc1ccco1)OCO3 (configuration not stated) | ? | -3% | 15µM* | -2% | -2% | 6.5µM* | 7 | 3.7µM* | 16µM*
CC(C)(C)NC(=O)C1CCCN(S(=O)(=O)c2cccc3cccnc23)C1 (configuration not stated) | -6% | -3% | -13% | -5% | 0% | 1% | 36 | ? | 2%

Part of the list above, limited to SW480 rereplic, IL-1B inflam inh and KB-V1 MDR tox.
canonical_smiles,SW480 rereplic,IL-1B inflam inh,KB-V1 MDR tox
CCC/C=C1/CCCOC(C(=O)NCc2ccc(S(C)(=O)=O)cc2)(C(F)(F)F)C1 (configuration not stated),1%,6,8%
CC(C)[C@H](NC(=O)NCCc1ccc(Cl)cc1)C(=O)O,-2%,21,-9%
Cc1cc(C(=O)COC(=O)c2ccc(NC(=O)CC#N)cc2)c(C)n1-c1ccc(OC(F)F)cc1,0%,30,-11%
O=C(CN1C(=O)NC(c2ccccc2)(c2ccccc2)C1=O)NCc1ccc(F)cc1,1%,-55*,0%

Next part
SMILES | KB-3-1 tox | HT1080NT lethal | SW480 rereplic | WRN inhibitor | HT1080 IDH1KD tx | MCF10A rerep | IL-1B inflam inh | KB-V1 MDR tox | ATXN2 expr inh
CCn1c(=O)cc(OCC(=O)NCCCN2CC(C)CC(C)C2)c2ccccc21 (configuration not stated) | -1% | -5% | -13% | 3% | ? | ? | 4 | 3% | 39%[activator]
O=C(Cn1c(=O)cnc2ccccc21)NC1CCC(O)CC1 (configuration not stated) | 2% | 12% | -475%[inhibitor] | 3% | 5% | 0% | 6 | 6% | 13%
COc1ccc(C(=O)NCc2nnc(SCC(=O)NC3=NCCS3)n2C)cc1 | -4% | 15% | -4% | 1% | 14% | 10% | 22 | -7% | -13%
O=C1CC(N2CCc3ccccc32)C(=O)N1c1ccc(F)cc1 (configuration not stated) | -6% | 6% | 3% | -3% | 13% | -1% | -25 | 29% | 11%
O=C(NC(=S)Nc1ncc(Br)cc1Br)c1cncc(Br)c1 | ? | ? | -2% | -6% | ? | -5% | 3 | -18% | -6%
CCCCOC(=O)c1ccc(NC(=O)/C=C/c2cccs2)cc1 | 8% | -20% | -3% | -18% | -26% | ? | -4 | ? | 6%
Cc1sc(NC(=O)C2CC(Cl)=CCC2C(=O)O)c(C#N)c1C (configuration not stated) | -10% | 0% | -9% | 6% | 1% | -17% | 40 | 3% | 2%
COc1ccc(S(=O)(=O)N2CCN(Cc3cc(=O)n4ccccc4n3)CC2)cc1 | -4% | 13% | -4% | 6% | 11% | -6% | 19 | ? | -7%
COc1ccc(OC)c(S(=O)(=O)n2nnc3cc(Cl)ccc32)c1 | 7% | 2% | -6% | -6% | 0% | 12% | 14 | 10% | 3%
CCN(CC)c1ccc(S(=O)(=O)N2CCCCC2)cc1NC(=O)CN1C(=O)NC2(CCCC2)C1=O | -2% | 0% | 23% | -10% | 5% | 1% | ? | 0% | 5%
CC1CC(NC(=O)CC#N)CC(C)(C)C1 (configuration not stated) | 3% | 3% | -79%[inhibitor] | 1% | 7% | 0% | 12 | 7% | -20%
CN(C)CCN1CCN(C2CN(Cc3cn(Cc4ccc(C(F)(F)F)cc4)nn3)S(=O)(=O)C2)CC1 (configuration not stated) | -9% | 19% | nt | -3% | 7% | nt | 28 | 3% | 12%
CCCCCCCC(=O)N/N=C(\C)c1cccnc1 | 6% | 6% | -4% | -5% | 1% | 3% | -16 | 1% | -4%
COCCNC(=S)Nc1ccc(Cl)c(Cl)c1 | 0% | 4% | -5% | -15% | 10% | -1% | -12 | 2% | 3%
Cc1cc(OCC(=O)N2CCN(c3ccccc3)CC2)c2c(C)cc(=O)oc2c1 | -1% | 3% | -19% | 3% | 12% | 0% | -1 | -9% | nt
O=c1c(-c2ccccc2)nc2ccccc2n1C(c1ccccn1)c1nc2ccccc2[nH]1 (configuration not stated) | 14% | -28% | nt | -6% | -12% | nt | -2 | -11% | nt
Cn1c(SCC(=O)N2CCCCCC2)nc2c(c1=O)SCC2 | -12% | 1% | -7% | 5% | -2% | 0% | -1 | -3% | -5%
CCOC(=O)CNC(=O)N1CCC(CCC(=O)N(C)Cc2ccccc2)CC1 | 15% | 12% | 0% | 6% | 5% | -1% | 15 | ? | 2%
COc1ccc(-c2c(C#N)c(C)nc3c2C(=O)c2ccccc2-3)cc1 | -2% | -2% | -6% | 6% | -3% | 1% | 0 | -12% | nt
O=C(C[C@@H]1C/C=C\C[C@H](Cc2ccc(F)cc2)C(=O)OC[C@@H](Cc2c[nH]c3ccccc23)NC1=O)NCCO | 5% | 2% | -14% | 13% | 6% | ? | 7 | 17% | 3%
O=C(N/N=C/c1cc(O)ccc1[N+](=O)[O-])c1ccc2c(c1)OCCO2 | -2% | -16% | 2% | -30% | -4% | 6% | 41 | -3% | -33%
Cn1c(Cn2c(=O)sc3ccccc32)nnc1SCC(N)=O | 2% | 9% | -1% | -2% | 8% | 2% | -3 | ? | 6%
NC(=O)C(c1ccc(Cl)cc1)c1ncc(C(F)(F)F)cc1Cl (configuration not stated) | -3% | -14% | -5% | 7% | ? | -177%[0.0737 µM] | 5 | 5% | -17%
CC(C)[C@H](NC(=O)c1ccccc1F)C(=O)NCCc1ccccc1 | 7% | 15% | -8% | 9% | 5% | -8% | 10 | -17% | 4%
COc1cccc(NC(=S)/C(=C(\[O-])c2ccc(OC(F)F)cc2)[n+]2ccccc2)c1 | -16% | -10% | ? | 2% | -2% | ? | 26 | 4% | nt
COc1ccc(CN(C)CCCn2cnc3c(SC)ncnc32)cc1OC | 9% | 5% | nt | -7% | 2% | nt | 7 | ? | -1%
C=CCc1c(C)nc2c(C(=O)O)cnn2c1C | 0% | 15% | -7% | 4% | 3% | 0% | -3 | -10% | 4%
COc1ccc(-n2c(SCC(=O)Nc3ccc(Cl)cc3)nc(O)c(Cc3ccccc3)c2=O)cc1 | -2% | -16% | -15% | -9% | -13% | 5% | 15 | ? | 7%
Clc1ccccc1Cc1noc(CN2CCN(c3cnccn3)CC2)n1 | 5% | 0% | 1% | -2% | -7% | 15% | -10 | -28% | -7%
O=C(NCc1ccccc1F)c1ccc2c(c1)OCO2 | 0% | 6%[9.24 µM] | -5% | -4% | -23% | 1% | -16 | 0% | 11%
O=S(=O)(Nc1ncccc1O)c1ccc(Cl)cc1 | 2% | 13% | -9% | 3% | 2% | 1% | -2 | -4% | 2%
O=C(OCc1ccc(F)cc1)c1cccnc1Cl | 6% | 29% | -4% | -2% | 20% | -1% | -15 | 24% | 3%
C[C@@H]1CN([C@H](C)CO)C(=O)CCCn2nncc2CO[C@H]1CN(C)S(=O)(=O)c1ccc(C#N)cc1 | 27% | 14% | nt | -4% | 4% | nt | -6 | 38% | 10%
COC(=O)[C@]12CCCCC=C1N(CCc1ccc(OC)c(OC)c1)C(=O)[C@H](CC(=O)N1CCCCC1)C2 | 8% | 12% | nt | -10% | 15% | nt | -13 | ? | nt
Cc1ccc(OCCn2cnc(Cl)c2Cl)cc1 | -18% | -7% | -4% | 0% | -15% | 3% | 3 | ? | 11%
CCn1nc(C)c(Br)c1-c1nc(-c2cccc(C)c2)no1 | -1% | 8% | -9% | -2% | 10% | ? | 17 | 11% | nt
